High-throughput results deposited in PubChem by National Center for Advancing Translational Sciences (NCATS).
ATXN viability: cell viability loss in ATXN counter-screen; S2 cells (HEK-293 line with an ATXN2-luciferase reporter) viability, CellTiter-Fluor protease fluorescence, 24 h; Potency, µM (titrated, usually from 56.7 µM), most hits filed as cytotoxic; 400,000 compounds, 0.49% hits; also: potency is read from the fitted curve at half-maximal effect; nearly all actives have a fitted effect of over 40% in size
SW480 rereplic: inducers of DNA re-replication in SW480 colon cancer cells; Potency, µM (top dose mostly 46.1 µM), inactives show at the highest dose re-replication activation, usual class: activators; 340,000 compounds, 1.8% hits; SW480 DNA re-replication, Hoechst DNA content imaging, 48 h; AID 624297; also: potency is read from the fitted curve at half-maximal effect; % of control where 0% means no effect; nearly all actives have a fitted effect of over 55% in size
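Image-based DNA-content assay: after two days of treatment, nuclei were labelled with the DNA dye Hoechst and imaged, and hits were compounds raising the count of nuclei showing high fluorescence intensity.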
HT1080NT lethal: kills 2HG-producing HT-1080-NT fibrosarcoma cells; Potency, µM (titrated, usually from 46.1 µM), for the others: top-dose activity, negative = less viability, actives largely listed as cytotoxic; 360,000 compounds, 1.6% hits; HT-1080-NT fibrosarcoma viability, CellTiter-Glo ATP luminescence, 48 h;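 also: NT is the 2HG producing partner of a matched IDH1 knockdown line; potency is read from the fitted curve at half-maximal effect; 0% = DMSO-treated cells and -100% = media-only wells without cells; nearly all actives have a fitted effect of over 55% in size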
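Compounds were tested in concentration-response format on HT-1080-NT cells for 48 hours at 37 degrees C. Cell viability came from CellTiter-Glo luminescence; curves were classified by r2, response magnitude and activity.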
HepG2 tox: counter-screen for TGF-b inhibitors: cytotoxicity in HepG2 cells | HepG2 CAGA-GFP viability, ATP luminescence, 18 h | Potency, µM (highest dose often 46.1 µM), for inactives: at the highest dose activity change, negative = cytotoxicity, most hits filed as cytotoxic | 410,000 compounds, 0.76% hits | AID 588856; also: potency is read from the fitted curve at half-maximal effect; some results filed as inactive show a strong effect at the top dose
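CellTiter-Glo luminescence gave cytotoxicity after 18 hours at 37 degrees C. The cells were HepG2 CAGA-GFP in 1% FBS DMEM, stimulated with 500 pg/mL TGF-beta after compound addition. %Activity was normalised to no-cell wells (complete cell-killing) and DMSO (no toxicity), and curves were fitted and classified.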
IL-1B inflam inh: blocks inflammasome-driven IL-1 beta release; THP-1 LPS/ATP IL-1B secretion, AlphaLISA, 16 h; hits give low values; activity change, % at 57.5 µM; 360,000 compounds, 4.7% hits; in the data active = activity change below about -50%; inconclusive = mostly about -30% to -49%; also: % is scaled to controls: 0 for no effect and ±100 for the full control effect
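THP-1 cells pretreated 1 hr with compounds (up to 57.5 uM final), then stimulated with LPS (250 ng/mL final) plus ATP (1.25 mM final); secreted IL-1B measured by AlphaLISA after 16 hr, decreased signal indicating inhibition.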
ATXN2 expr inh: reduces ATXN2 reporter expression in HEK-293 cells; HEK-293 ATXN2-luciferase reporter, luminescence, 24 h; Potency, µM (series often up to 57 µM), for the others: top-dose activity change, negative = inhibition, most hits filed as inhibitors; 360,000 compounds, 0.72% hits; AID 1745845; also: potency is read from the fitted curve at half-maximal effect; % is scaled to controls: 0 for no effect and ±100 for the full control effect; nearly all actives have a fitted effect of over 55% in size
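ATXN2-luciferase reporter cells (luciferase flanked by upstream and downstream ATXN2 gene portions) were treated 24 h at 37 °C with compounds at up to 57 uM. SteadyGlo luminescence gave expression; GF-AFC fluorescence gave viability.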
HT1080 IDH1KD tx: HT-1080 IDH1 knockdown cell toxicity (counter line); 360,000 compounds, 2% hits; Potency, µM (series often up to 46.1 µM), without a hit: at the top dose activity, negative = toxicity, usual class: cytotoxic; AID 686971; HT-1080 IDH1 knockdown viability, ATP luminescence, 48 h;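 also: potency is read from the fitted curve at half-maximal effect; 0% = DMSO wells and -100% = cell-free medium wells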
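Viability of IDH1-knockdown HT-1080 fibrosarcoma cells was assessed by CellTiter-Glo after 48 h at 37 °C with titrated compound; concentration-effect curves were classified by fit quality and response size.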
KB-3-1 tox: KB-3-1 parental cell cytotoxicity; 400,000 compounds, 1.4% hits; Potency, µM (titrated, usually from 46.1 µM), for inactives: at the highest dose activity change, negative = cytotoxic, most hits filed as cytotoxic; KB-3-1 viability, CellTiter-Glo ATP luminescence, 72 h; AID 1347075; also: potency is read from the fitted curve at half-maximal effect; % is scaled to controls: 0 for no effect and ±100 for the full control effect; nearly all actives have a fitted effect of over 60% in size
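Multi-concentration cytotoxicity screen in KB-3-1 cells grown in DMEM lacking phenol red with 10% FBS. After 72 h at 37 °C with compound, ATP-dependent luminescence was recorded.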
MCF10A rereplic: induces DNA re-replication in MCF 10a normal breast cells; MCF 10A DNA re-replication, Hoechst nuclear intensity, 48 h; Potency, µM (titrated, usually from 46.1 µM), without a hit: at the top dose activity, positive = re-replication, most hits filed as activators; 350,000 compounds, 2.9% hits; also: potency is read from the fitted curve at half-maximal effect; % of control where 0% means no effect; nearly all actives have a fitted effect of over 50% in size
* hit, by the source's call; i = inactive; ? = inconclusive; / = no result given; [ ] = another dose, or the depositor's remark. Unless noted, calls follow the shape of the dose curve; as a rule, active = well fitted curve in the direction sought with a large enough effect; inconclusive = small, poorly fitted or top-dose-only effect, or another doubt; inactive = no such curve, though single readings can be large; an effect the other way counts as inactive or inconclusive.

SMILES | HT1080 IDH1KD tx | HepG2 tox | ATXN2 expr inh | MCF10A rereplic | KB-3-1 tox | IL-1B inflam inh | HT1080NT lethal | SW480 rereplic | ATXN viability
CC1CCCCN1C(=O)CSc1nnc(-c2cccc(Cl)c2)o1 (configuration not stated) | / | -1% | 36%[activator] | / | 1% | / | / | / | ?
O=S(=O)(NCCN1CCOCC1)c1cc(Cl)c(Cl)cc1Cl | 0% | -1% | -17% | -45%[inhibitor][9.22 µM] | -1% | -2 | -5% | 0% | i
CC(C)c1ccc(-c2nnn(CCC(=O)O)n2)cc1 | 1% | -2% | 0.56µM* | 13% | 1% | -11 | 1% | -4% | i
Cc1nc(NCCO)c2nnn(Cc3ccccc3F)c2n1 | -8% | 1% | 5% | 4% | 5% | -2 | -2% | -2% | i
CC(=O)Nc1ccc(N(CC(=O)NC2CCCCC2)C(=O)Cn2nnc(-c3ccccc3)n2)cc1 | 4% | -1% | -1% | -12% | ? | 6 | 7% | -18% | i
COc1ccc(Br)c(C(=O)Nc2cc3c(cc2N2CCOCC2)n(C)c(=O)n3C)c1 | / | -5% | 0% | / | ? | / | / | / | i
C/C(=C\c1ccc(Cl)cc1)C(=O)c1c(C)cc(C)[nH]c1=O | 1% | -28% | -17% | 3% | -2% | -19 | -1% | ? | i
COc1ccccc1CN1CC(C(=O)NCC2(O)CCCCC2)CCC1=O (configuration not stated) | 7% | 10% | / | / | 3% | 5 | 3% | / | i
CCCCNc1c(N)n(CCC)c(=O)[nH]c1=O | 3% | -5% | -8% | -1% | 5% | 17 | 7% | -5% | /
COc1cccc(C2=NOC(C(=O)NCc3cccs3)C2)c1 (configuration not stated) | 21µM* | -16% | 12% | 5.2µM* | ? | 15 | ? | 4% | i
O=C(O)CCC(=O)N1CCc2cc(S(=O)(=O)NC3CCCC3)ccc21 | 0% | -35% | 1% | 3% | 0% | 24 | -1% | 1% | i
Cc1ccc(-c2ccc(=O)n(CCC(=O)N3CCN(Cc4ccccc4)CC3)n2)cc1 | -18% | -1% | -5% | 4% | 7% | -20 | -26% | -1% | i
CCC1(CC)Cc2ccccc2-c2nc(-c3ccccc3)oc(=O)c21 | -2% | -20% | 1% | 0% | 7% | 6 | 5% | -5% | i
COc1cc(CNCCO)cc(Cl)c1OCc1ccccc1Cl | ? | -22% | -7% | 3%[9.22 µM] | -6% | -91* | ? | ? | i
CN1C[C@@H]2C(c3ccccc3)C3(c4ccc(C#N)cc4)CC2(C3)[C@H]1c1ccccc1 (some centres not stated) | 0% | -18% | -3% | 5.2µM* | 4% | 7 | -8% | -18% | i
COc1ccc(Cl)cc1NC(=O)C(=O)NCc1ccncc1 | -1% | -9% | -16% | 1% | -2% | -52* | -1% | 23% | i
O=C(O)CCCNC(=O)CCn1nnc2ccccc2c1=O | 10% | 20% | / | -3% | -11% | 31 | 16% | -5% | i
C#CCCC/C(=C\C(=O)N(C)[C@H](C(=O)N(C)[C@H](C(=O)N(C)[C@H](C(=O)N(C)[C@H](C(N)=O)C(C)C)C(C)C)C(C)C)C(C)C)OC | 3% | -3% | -1% | 3% | 0% | -19 | 5% | -18% | i
CN(C(=O)c1ccc(S(=O)(=O)N2CCCC2)cc1)C1CCS(=O)(=O)C1 (configuration not stated) | 7% | -63% | 0% | 1% | -7% | 10 | 2% | 2% | i
O=C(CCCC(=O)N(c1cccc(F)c1)C(C(=O)NC1CCCC1)c1ccc(O)cc1)Nc1ccccn1 (configuration not stated) | 9% | -25% | 0% | -1% | 6% | -6 | 11% | -5% | i
COc1cc(-c2cc(N)n(S(=O)(=O)c3ccccc3)n2)cc(OC)c1OC | -10% | -6% | 5% | -1% | 1% | -2 | -23% | -20% | i
O=C(O)CCN1CCc2ccccc21 | 2% | 4% | 5% | 2% | 2% | -4 | 9% | -1% | i
Cc1ccccc1S(=O)(=O)Oc1ccc2ccc(O)cc2c1 | -26% | -30% | 1% | ? | 3% | 39 | -18% | ? | i
COc1cc(-c2nc3c4ccccc4nc(=S)n3[nH]2)cc(OC)c1OC | 10% | 2% | 10% | 11% | 13% | 22 | 18% | 0% | i
COc1cccc(CN2CCN(CC(=O)NCCc3ccccc3)CC2)c1 | -7% | 1% | -5% | 3% | 2% | -3 | -7% | -1% | i
CCOc1ccccc1C(=O)NC(C(=O)Nc1cccc(S(N)(=O)=O)c1)C(C)C (configuration not stated) | -2% | 40% | -6% | -1% | 6% | 3 | 5% | -15% | i
CCCNC(=O)COc1ncnc2sccc12 | 12% | 1% | -13% | -4% | -5% | 0 | 12% | -2% | i
CCc1ccc2oc(=O)cc(CN3CCCCC3C)c2c1 (configuration not stated) | 1% | 1% | 2% | ? | 12% | 21 | -5% | 2% | i
COc1ccccc1NC(=O)C(C)OC(=O)CSCC(=O)Nc1cc(C)on1 (configuration not stated) | 5% | -5% | / | 11% | 0% | 15 | 7% | -11% | i
CCN1C(=O)C(=Cc2cccc(OC)c2Oc2ccc([N+](=O)[O-])cc2[N+](=O)[O-])SC1=S | 3.3µM* | -14% | 22µM* | ? | 23µM* | -95* | 2.6µM* | 4.6µM* | 13µM*
O=C(NCC1CCCN1S(=O)(=O)c1cccs1)c1cccc(Cl)c1 (configuration not stated) | -18% | -13% | -30% | 8% | 7% | -18 | -17% | 2.9µM* | i
Cc1nc2ccccn2c1C(=O)NNC(=S)Nc1ccc(Cl)cc1 | -25% | -32% | -13% | 11% | -7% | 13 | -6% | 3% | i
c1cncc(CNCc2ccco2)c1 | 15% | -1% | 1% | 5% | 0% | 18 | 18% | -1% | i
Cn1cc(C(=O)NCC(=O)Nc2ccccc2Br)cn1 | 0% | 5% | 7% | -4% | -1% | 9 | 3%[9.24 µM] | -11% | i
Cc1ccc(NC(=O)CN2C(=O)NC3(CCCc4ccccc43)C2=O)c(C)c1 (configuration not stated) | -19% | 0% | -6% | 4% | 9% | 16 | -18% | 1% | i
Cc1cc(C)cc(NC(=O)C2CCCN(c3nnc(-n4c(C)ccc4C)s3)C2)c1 (configuration not stated) | / | 0% | -14% | / | -4% | / | / | / | ?
O=C(c1ccccc1)n1c2ccccc2c(=O)n1-c1ccccc1CCl | -11% | -18% | 37% | / | -12% | -1 | -4% | / | i
O=C(COc1ccc([N+](=O)[O-])cc1)NNC(=O)Nc1ccc([N+](=O)[O-])cc1 | -31% | -13% | -33% | 15% | -4% | -7 | -21% | 16% | i
O=C(NNC(=S)Nc1ccccc1)c1cc(-c2cccnc2)nc2ccccc12 | -6% | 21% | -1% | -2% | -1% | -7 | 5% | -2% | i
CCCCOc1ccc(C(=O)Nc2ccc3c(c2)CCCN3C(=O)c2cccs2)cc1 | / | -43% | -7% | / | ? | / | / | / | i
CC1(C(=O)NS(=O)(=O)c2cccc(C#N)c2)CCN1C(=O)c1ccccc1 (configuration not stated) | 20% | -2% | 8% | / | 0% | 18 | 1% | / | i
CCn1cc(S(=O)(=O)NCc2ccc(OC)cc2)cn1 | 8% | 32% | -17% | -5% | 16% | -7 | 10% | 1% | i
O=C(NCc1ccc(Cl)cc1)c1ccc(Cn2cc(C(F)(F)F)ccc2=O)cc1 | -11% | -5% | -6% | 18% | -27% | -5 | -4% | -5% | i
CCN1CCN(CCC(=O)Nc2cc(OC)ccc2OC)CC1 | 1% | -5% | -10% | 11% | 0% | 4 | 9% | -3% | i
CCOc1ccc(N2C(=O)CC(Sc3nc4ccc(OCC)cc4s3)C2=O)cc1 (configuration not stated) | 18% | 14% | -34% | ? | ? | 14 | 17% | ? | i
Cc1occc1C(=O)NNC(=S)NCc1ccccc1 | -2% | -16% | 5% | 6% | -17% | 0 | 0% | -36%[inhibitor] | i
CC(C(=O)OCc1nnc(-c2ccccc2)o1)N1C(=O)C2CCCCC2C1=O (configuration not stated) | 4% | -7% | / | 3% | 9% | 17 | 2% | -3% | i
Cc1cc(C)c(S(=O)(=O)c2ccccc2C)c(SCC(C)C)n1 | -5% | -1% | 3% | ? | -1% | 10 | -3% | 0% | i
Cn1c(CC(=O)Nc2ccccc2)cc2ccccc21 | -13% | -19% | 27% | 4% | -4% | 34 | -7% | 5% | i
O=C(NC1CCCCC1)c1cc(S(=O)(=O)N2CCCCC2)ccc1N1CCOCC1 | 0% | -1% | / | 6% | 1% | 10 | 0% | 3% | i

Single values from the list:
In HT1080NT lethal, Cn1c(CC(=O)Nc2ccccc2)cc2ccccc21 is listed with -7%
In SW480 rereplic, O=C(NC1CCCCC1)c1cc(S(=O)(=O)N2CCCCC2)ccc1N1CCOCC1 is listed with 3%

(more compounds)
SMILES | HT1080 IDH1KD tx | HepG2 tox | ATXN2 expr inh | MCF10A rereplic | KB-3-1 tox | IL-1B inflam inh | HT1080NT lethal | SW480 rereplic | ATXN viability
CCOC(=O)CN1C(=O)C(C)(C)Oc2ccc(C(=O)Nc3ccccc3)cc21 | -2% | -27% | 16% | 5% | -2% | -23 | -8% | 13% | i
C=CCOc1ccc(C2C(C(=O)c3ccc(C)o3)=C(O)C(=O)N2Cc2cccnc2)cc1 (configuration not stated) | 1% | -2% | 4% | 0% | -5% | 14 | -5% | 3% | i
O=C(Nc1ccccc1C(=O)N1CCOCC1)c1ccc(F)cc1 | -19% | -30% | -5% | -30% | 11% | 11 | 12% | -28% | i
CCN(C(=O)CCC(=O)N(CC)c1ccccc1)c1ccccc1 | 23% | 5% | -4% | 3% | 7% | 2 | 13% | -9% | i
